# SDO1 yeast rescue = compounds rescuing growth of sdo1-depleted yeast, bone marrow failure model; S. cerevisiae sdo1-depleted JHY4D growth rescue, OD600 30 h; hits give high values; pdr5 snq2 efflux-pump mutant strain; z-score at 10 µM; hit rate 0.21% among 140,000; AID 817;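 active = z-score above 3 at both the 24 hr and the 30 hr optical density reads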;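 note: z-score against mean and SD of all compound wells on the same plate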
# INS promoter inh = TRM-6 insulin promoter activity inhibition; TRM-6 cells (human fetal islet line), insulin promoter-eGFP reporter, imaging; reporter expression induced with tamoxifen; inhibition, % at 2 µM; hit rate 0.9% among 130,000; AID 1273;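 active = inhibition above the mean plus 3 SD, with well images judged a real hit on visual review, cut at about 60% in these data, passing the limit was not always enough; inconclusive = inhibition over the cutoff but images rejected on review; inactive = inhibition not above the cutoff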
# SDO1 yeast rescue Rescue 24 h = recorded beside SDO1 yeast rescue, whose call it bears; z-score; S. cerevisiae sdo1-depleted JHY4D growth rescue, OD600; measured here: growth rescue at 24 h;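 0 is the plate mean of compound wells and units are plate SD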
# * marks the source's active call; other numbers are inactive results; u = inconclusive; x = no result given. This is a subset, so the mix of outcomes need not match the whole.
entry	compound	SDO1 yeast rescue	SDO1 yeast rescue Rescue 24 h	INS promoter inh
1	O=C(NNC(=O)[C@@H]1CCCC[C@@H]1C(=O)O)c1cccs1	0.53	0.57	51.7
2	O=C(/C=C/c1ccccc1)N1CCN(C(=O)c2ccco2)CC1	0.75	0.01	16.3
3	Cc1ccc(S(=O)(=O)N(C)C)cc1NC(=O)C1CCCC1	0.66	-0.06	x
4	N#C/C(=C1/CCCCCN1)c1nc2ccccc2s1	-0.47	-0.09	x
5	CCC(=O)Nc1ccccc1C(=O)OCC(=O)Nc1ccc(S(N)(=O)=O)cc1	1.42	0.15	-57.1
6	COc1ccc(C(=O)NCCc2cc3ccc(C)c(C)c3[nH]c2=O)cc1OC	x	x	11.1
7	CCn1c(C)cc(/C=C2\NC(=O)N(Cc3ccc(Cl)cc3)C2=O)c1C	-0.69	0.22	55.6
8	O=C(O)c1ccccc1C(=O)Nc1ccc(S(=O)(=O)NC2CCCCC2)cc1	0.06	-0.49	33.3
9	CC1CC(c2ccccc2)n2nc(NC(=O)c3ccco3)nc2N1 (stereo not given)	0	0.14	-13.9
10	CC(C)OCCCNC(=O)CN1C(=O)CC(C)(C)S(=O)(=O)c2ccccc21	1.09	0.49	x
11	CCCCCC(=O)Nc1cc(N(C)C)nc2ccccc12	0.77	0.97	x
12	COc1cc(NS(=O)(=O)c2ccc(NC(=O)CSC3=NCCS3)cc2)nc(OC)n1	1.33	1.26	x
13	CCOc1cc2nc(-c3ccc(OC)c(OC)c3)nc(N3CC(C)OC(C)C3)c2cc1OC (stereo not given)	-1.32	-0.69	x
14	C/C(CC(=O)NCc1ccco1)=N\NC(=O)C(c1ccccc1)c1ccccc1	0.69	0.44	39.3
15	CCOC(=O)c1c(NC(=O)CS(=O)(=O)c2cn(CC)c3ccccc23)sc2c1CCCCC2	0.19	0.33	25.0
16	CCn1c(C(C)NC(=O)c2ccc(C)cc2)n[nH]c1=S (stereo not given)	0.92	0.26	3.5
17	CC(=O)c1ccc(NC(=O)CCSCCC(=O)Nc2ccc(C(C)=O)cc2)cc1	0.72	1.14	-69.0
18	O=C(Nc1cc(S(=O)(=O)Nc2ccc(Cl)cc2)ccc1N1CCCCC1)c1ccc(F)cc1	0	0.3	x
19	CCOC(=O)c1cnn(-c2ccccc2)c1-n1cccc1C(=O)C(=O)Nc1ccc(OC)cc1	-0.49	-0.35	-27.6
20	N/C(=N\OC(=O)Oc1ccccc1)c1cccc([N+](=O)[O-])c1	-0.12	-1.18	26.9

# Quoted at random: 3 records from the list.
entry	compound	SDO1 yeast rescue	SDO1 yeast rescue Rescue 24 h	INS promoter inh
4	N#C/C(=C1/CCCCCN1)c1nc2ccccc2s1	-0.47	-0.09	x
7	CCn1c(C)cc(/C=C2\NC(=O)N(Cc3ccc(Cl)cc3)C2=O)c1C	-0.69	0.22	55.6
16	CCn1c(C(C)NC(=O)c2ccc(C)cc2)n[nH]c1=S (stereo not given)	0.92	0.26	3.5

# The list continues:
entry	compound	SDO1 yeast rescue	SDO1 yeast rescue Rescue 24 h	INS promoter inh
21	COc1ccc(-c2cc(-c3ccccc3)n3ncnc3n2)cc1	-1.59	-1.14	0.0
22	CN(C)C(=O)c1ccc2c(c1[N+](=O)[O-])C(=O)c1ccccc1C2=O	-1.34	-0.29	-3.3
23	O=C(Nc1nccs1)c1ccccc1N=Cc1ccccc1	-0.64	-1.1	24.3
24	O=C(CCC(=O)NC1CCCCCC1)Nc1nnc(C(F)(F)F)s1	0.33	0.56	13.3
25	O=C(Nc1ccn(-c2ccccc2)n1)c1ccccc1Br	-0.6	-1.39	x
26	CCOc1ccc(Br)cc1S(=O)(=O)Nc1ccc(N2CCOCC2)cc1	-0.49	-0.14	16.2
27	Cc1nc2sc(C(c3ccco3)N3CCN(c4ccccc4)CC3)c(O)n2n1 (stereo not given)	x	x	0.0
28	C=C(C)Cn1c(CCNC(=O)C(C)(C)C)nc2ccccc21	-0.63	-1.02	x
29	CC1Cc2ccccc2N1C(=S)Nc1ccc(S(N)(=O)=O)cc1 (stereo not given)	0.06	-0.55	-5.4
30	Cc1ccc2[nH]c(-c3ccccc3)cc(=O)c2c1	0.09	0.09	-44.4
31	COc1ccc(-c2noc(CSc3nnc(Cc4ccccc4)n3-c3ccc(Cl)cc3)n2)cc1	-1.76	-1.28	-30.8
32	CC(=O)c1sc(Nc2nc(C)cc(C)n2)nc1C	-0.08	-0.15	7.1
33	CCc1ccc(-n2c(Cn3nc(C(F)(F)F)cc3C)n[nH]c2=S)cc1	0.8	0.46	-4.4
34	CCON1C(=O)CN(C(=O)OC)C1c1ccc(Cl)cc1Cl (stereo not given)	0.49	0.35	x
35	COC(=O)c1ccccc1NC(=O)c1ccccc1N(C)S(=O)(=O)c1ccccc1	-0.49	-0.59	x
36	CC1CCN(c2c(NCC3CCC(C(=O)N4CCCCC4)CC3)c(=O)c2=O)CC1 (stereo not given)	0.39	0.35	x
37	CC(=O)c1c(O)cc(C)n(-c2ccc(F)cc2)c1=O	x	x	16.7
38	CN1CCN(C(=S)c2cn(Cc3ccccc3F)c3ccccc23)CC1	x	x	-29.4
39	COC(=O)C1(O)CC(C(C)C)=NN1C(=O)c1ccccc1 (stereo not given)	0.99	1.35	41.7
40	COC(=O)CCCCCCCCC(=O)Nc1nc2ccccc2s1	0.03	0.13	-31.6

# Compounds listed so far containing bromine (two):
entry	compound	SDO1 yeast rescue	SDO1 yeast rescue Rescue 24 h	INS promoter inh
25	O=C(Nc1ccn(-c2ccccc2)n1)c1ccccc1Br	-0.6	-1.39	x
26	CCOc1ccc(Br)cc1S(=O)(=O)Nc1ccc(N2CCOCC2)cc1	-0.49	-0.14	16.2

# Next part.
entry	compound	SDO1 yeast rescue	SDO1 yeast rescue Rescue 24 h	INS promoter inh
41	CC(=O)c1ccc(-n2c(SCC(=O)c3c[nH]c4ccccc34)nc3ccccc3c2=O)cc1	-0.88	-0.74	x
42	O=C(O)c1ccc(S(=O)(=O)Cc2ccccc2)cc1	1.26	1.37	-79.3
43	NNC(=O)CNC(c1ccccc1)c1cc(Br)ccc1NC(=O)CCN1CCOCC1 (stereo not given)	-0.13	-1.05	4.2
44	CCCCOc1ccccc1C(=O)NCC(=O)O	0.16	0.21	x
45	COc1ccc(OC)c(-c2nnc(SCC(=O)NC3CCCCC3)o2)c1	0.04	0.07	-71.4
46	O=C(/C=C/c1cccs1)c1cc(Cl)ccc1OC(=O)N1CCOCC1	-1.55	-1.24	-17.4
47	N#Cc1nc(-c2ccc(F)cc2)oc1NCCN1CCOCC1	0.24	-0.38	x
48	Cc1cc(=O)n(-c2ccc3ccccc3n2)[nH]1	-1.41	-0.5	3.7
49	CCCc1cc(N2CCCC(C(=O)Nc3ccc(OC)cc3OC)C2)n2ncnc2n1 (stereo not given)	0.14	-0.24	x
50	Cn1c(NCCc2ccccc2)cc(=O)n(C)c1=O	0.81	0.57	x
51	O=C(CSc1ncccn1)NCCc1ccccc1	0.21	0.1	54.4
52	CCC(C)NC(=O)CCC(=O)Nc1ccc2nc(N3CCOCC3)cc(C)c2c1 (stereo not given)	1.58	2	x
53	CN(C)c1ccc(/C=N\NC(=O)c2csnn2)cc1	0.6	-0.13	29.3
54	CSc1nc(=O)n(-c2ccccc2)c(C)c1C(C)=O	-0.41	-1.05	x
55	CCN1CCN(Cc2c(C)[nH]c3ccc(C(=O)OC)cc3c2=O)CC1	0.25	0.86	-381.2
56	COc1ccc(C2/C(=C(/O)c3ccc(OC(C)C)cc3)C(=O)C(=O)N2CCCN2CCOCC2)cc1 (stereo not given)	-1.09	-0.62	37.5
57	CCc1ccccc1NC(=O)c1onc(C)c1Cl	0.96	0.48	x
58	CCOCCCNC(=O)C(c1ccccc1)N(Cc1ccc2c(c1)OCO2)C(=O)CNC(C)=O (stereo not given)	-0.39	-0.66	0.0
59	CCN(CC)C(=O)Cn1ncc2c1-c1ccccc1OC2	-0.36	-1.19	x
60	CCOc1ccc(C(=O)Nc2ccccc2C#N)cc1[N+](=O)[O-]	0.56	0.35	-13.8

# Single records, from the list above:
# N#Cc1nc(-c2ccc(F)cc2)oc1NCCN1CCOCC1 is listed as SDO1 yeast rescue = 0.24; SDO1 yeast rescue Rescue 24 h = -0.38; INS promoter inh = x
# CCCc1cc(N2CCCC(C(=O)Nc3ccc(OC)cc3OC)C2)n2ncnc2n1 (stereo not given) is listed as SDO1 yeast rescue = 0.14; SDO1 yeast rescue Rescue 24 h = -0.24; INS promoter inh = x

# (cont.)
entry	compound	SDO1 yeast rescue	SDO1 yeast rescue Rescue 24 h	INS promoter inh
61	O=C(COc1ccccc1)N1N=C(c2cccnc2)CC1(O)C(F)(F)F (stereo not given)	0.03	0.03	31.0
62	CC1CCCC(C)N1C(=O)c1cc(-c2ccc(Cl)c(Cl)c2)on1 (stereo not given)	-2	-1.2	-12.1
63	O=C(NCc1cccs1)[C@@H]1CSC2c3ccccc3C(=O)N21 (stereo not given in full)	1.95	0.85	x
64	CNC(=S)NNC(=O)c1noc(C)c1C(=O)N1CCN(C(c2ccccc2)c2ccccc2)CC1	x	x	54.5
65	COC(=O)C1=C(C)n2nnnc2NC1c1cc2ccccc2o1 (stereo not given)	-0.61	-0.08	x
66	O=C(COC(=O)C12CC3CC(CC(C3)C1)C2)Nc1ccc([N+](=O)[O-])cc1Br	-1.01	-0.1	-57.1
67	CC12CCC(C(=O)Nc3ccc(SC(F)F)cc3)(CC1=O)C2(C)C (stereo not given)	0.64	1.05	x
68	O=C(c1ccco1)N1CCN(C(=O)c2cc3c(=O)oc4ccccc4c3s2)CC1	0.29	1.03	x
69	COc1ccccc1CNC(=O)CNC(=O)c1cn(-c2ccccc2OC)c(=O)c2ccccc12	x	x	-40.0
70	Fc1ccc(N/N=C/c2cccnc2)c(F)c1	x	x	50.0
71	COc1ccc(-c2nn(-c3ccccc3)cc2/C=N/NC(=S)NC(C)C)cc1OC	-1.5	-0.49	20.0
72	O=C1/C(=N/n2cnnc2)c2ccccc2N1Cc1ccccc1	-0.02	1.5	x
73	Nc1ccc(-c2nc3cc(N)ccc3s2)cc1	x	x	-5.0
74	CCc1ccc2nc(NC(=O)CSCc3c(C)noc3C)sc2c1	-1.23	-0.31	29.7
75	COc1cccc(N(C(=O)C2COc3ccccc3O2)C(C(=O)NC2CCCCC2)c2ccc(O)cc2)c1 (stereo not given)	-0.04	-0.14	-18.9
76	O=C(NC(=Nc1nc2ccccc2o1)NC(=O)c1ccccc1)c1ccccc1	0.79	1.22	-25.0
77	COc1ccc(/C=C2\SC(=S)N(CC(=O)NNC(=O)c3ccncc3)C2=O)cc1	x	x	40.0
78	Cc1ccn2cc(CSc3ccccc3)nc2c1	8.34	1.49	15.6
79	CC1CCN(C(=O)c2scc3c2OCCO3)CC1	-0.37	-0.61	42.9
80	O=C(C(=O)N1CCCc2ccccc21)N1CCCc2ccccc21	-0.09	0.01	3.2
81	CC(=O)NNc1cc(=O)c2c(=O)n(C)c(=O)n(C)c2[nH]1	0.72	0.12	x
82	Cc1cc(Br)cc2c(C(=O)Nc3c(C)n(C)n(-c4ccccc4)c3=O)cc(-c3cccs3)nc12	-0.8	0.48	x
83	COc1ccc(CCNC(=O)CSc2nc(C)nc3c2oc2ccccc23)cc1OC	-1	-0.88	18.2
84	Cc1ccc(OCC(=O)N2CCN(c3ccc([N+](=O)[O-])c(N4CCOCC4)c3)CC2)cc1	-0.96	-0.39	x
85	CC(=O)C(Sc1ccc2nnc(-c3ccncc3)n2n1)C(C)=O	0.53	0.57	x
86	CCN1CCN(CC(=O)Nc2ccc(C)cc2C)C(=O)C1=O	-0.54	-1.22	x
87	CNC(=O)CSCc1cnn(-c2ccccc2)c1-n1cccc1	1.77	2.06	26.8
88	CCCNC(=O)CCC(NS(=O)(=O)c1ccc(C)cc1)C(=O)NCCC (stereo not given)	0.58	-0.21	-161.9
89	CCC(=O)Nc1ccc(Cl)c(NC(=S)NC(=O)COc2ccc(Cl)cc2)c1	-1.08	-0.93	-20.0
90	COc1ccc(NC(=O)Cn2cnc3c(cnn3-c3ccc(C)c(C)c3)c2=O)c(OC)c1	-2.17	-1.47	42.9
91	CC(=O)Nc1ccc(S(=O)(=O)N2CCN(C(=O)c3cccnc3)CC2)cc1	0.05	-0.8	-32.4
92	CCOC(=O)C1CCN(C(=O)COc2ccc(Cl)cc2)CC1	-0.02	-0.6	0.0
93	O=C(CN1C(=O)NC2(CCc3ccccc32)C1=O)c1ccc2c(c1)OCCO2 (stereo not given)	-0.2	-0.36	-25.0
94	O=C(NC(Cc1c[nH]c2ccccc12)c1nnc2n1CCCCC2)c1cccs1 (stereo not given)	0.92	0.92	-279.2
95	CC1CCCC(NC(=O)COC(=O)c2ccc(N(C)C)cc2)C1C (stereo not given)	-1.29	-1.03	-371.4
96	COc1cc(OC)c(-c2nnc(-c3ccc(OC)c(OC)c3OC)o2)cc1OC	-0.39	-0.37	5.3
97	O=C(Nc1ccc(NC(=O)C23CC4CC(CC(C4)C2)C3)cc1)c1cc(F)c(F)cc1Cl	0.18	0.07	15.6
98	COc1cccc(-n2nnc3c(=O)n(Cc4c(F)cccc4Cl)cnc32)c1	-0.76	-0.54	30.0
99	Cc1ccc(CNC(=O)C(=O)NCC2OCCN2C(=O)c2cccs2)cc1 (stereo not given)	0.12	-0.17	x
100	CCOC(=O)CS(=O)(=O)c1ccc2ccccc2c1	-0.81	-1.53	u
101	CC(C)CN(/C=N/c1sc2c(c1C#N)CCCCC2)CC(C)C	-0.64	0.27	-3.5
102	CCS(=O)CCSc1nc2ccccc2s1 (stereo not given)	0.61	0.03	-2.7
103	CNC(=O)c1sccc1S(=O)(=O)Cc1c(Cl)cccc1Cl	-0.02	-0.2	-25.8
